Statin myotox sup – protects C2C12 myotubes from simvastatin toxicity | ATP luminescence, 48 h; scaled: DMSO 0, geranylgeraniol control 100 | rescue of ATP level, % at 7.49 µM | 0.78% of 330,000 active;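 active = mean ATP rescue above about 67%, or every replicate alone reaching that limit, limit read from the data, passing the limit was not always enough; inconclusive = no clear call, values can overlap the other calls; inactive = mean under the limit and some replicate under it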;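 also: myotubes were challenged with 10 µM simvastatin during compound exposure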
esBAF inh – blocks esBAF chromatin remodeling in mouse ES cells | 2% of 350,000 active | reporter increase, % at 12.5 µM | Bmi1-luciferase knock-in reporter, 24 h; 100% = twice the neutral-well signal | AID 602393; in the data active = activation above about 40%; inconclusive = no clear call, values can overlap the other calls;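 also: 0% = median of the plate's neutral control wells and 100% = double that signal; a rise in the Bmi1 reporter signal indicates esBAF inhibition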
ARNT-TACC3 inh – disrupts binding between human ARNT and TACC3 | Q9Y6A5 | AlphaScreen His-ARNT PAS-B/GST-TACC3 binding, luminescence; TACC3 fragment carries E629A point mutation | inhibition, % at 9.99 µM | 0.66% of 390,000 active | AID 623870;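 active = mean inhibition of replicates at least 50% and at least half of replicates each reaching 50%; inconclusive = half or more replicates reach 50% but mean below 50%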;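 also: 0% = complete ARNT plus TACC3 wells and 100% = ARNT alone without TACC3; many hits fall short of the cut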
SIRT5 inh – blocks human SIRT5 desuccinylation of peptide. Q9NXA8. Purified SirT5, succinyl-peptide AMC, trypsin-coupled fluorescence. inhibition, % at 15 µM. 1.1% of 330,000 active; in the data active = inhibition above about 15%; inconclusive = no clear call, values can overlap the other calls
Target sequence (Q9NXA8 whole entry, looked up): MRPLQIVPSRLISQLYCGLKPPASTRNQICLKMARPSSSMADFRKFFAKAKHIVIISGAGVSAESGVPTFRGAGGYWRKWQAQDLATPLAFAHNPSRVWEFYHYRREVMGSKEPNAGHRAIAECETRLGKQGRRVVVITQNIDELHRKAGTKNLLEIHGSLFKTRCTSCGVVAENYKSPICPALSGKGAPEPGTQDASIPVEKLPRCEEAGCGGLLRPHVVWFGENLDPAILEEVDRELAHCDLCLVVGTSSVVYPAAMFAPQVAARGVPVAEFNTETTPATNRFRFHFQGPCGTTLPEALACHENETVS
Cneo AK release – Cryptococcus neoformans lysis via adenylate kinase release; C. neoformans lysis, adenylate kinase release luminescence, 4 h; normalised: neutral wells 0, clomiphene wells 100; 0.2% of 360,000 active; lysis activity, % at 15 µM;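 active = mean lysis activity across replicates of at least 80%, whatever share of replicates individually reach that level; inactive = mean lysis activity below 80%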
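Signal: Adenylate kinase release luminescence | Assay system: Log-phase Cryptococcus neoformans yeast cells | Input: Cells at 5 × 10^6 per mL | Buffer or medium: Fresh YPD growth medium | Compound: Single dose | Schedule: Static 4 h at 37 °C with compound, 1 h detection | Controls: Clomiphene | Read-out: Luminescence rise reflecting yeast cell lysis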
ERp5 inh – inhibitors of human ERp5; Q15084; ERp5 insulin aggregation, absorbance 650 nm, 90 min; inhibition, % at 9.99 µM; 0.05% of 350,000 active;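 active = mean replicate inhibition above about 25%, with every replicate also reaching it, limit read from the data, passing the limit was not always enough; inconclusive = only one of those two criteria met; inactive = neither criterion met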
Target sequence (Q15084 whole entry, looked up): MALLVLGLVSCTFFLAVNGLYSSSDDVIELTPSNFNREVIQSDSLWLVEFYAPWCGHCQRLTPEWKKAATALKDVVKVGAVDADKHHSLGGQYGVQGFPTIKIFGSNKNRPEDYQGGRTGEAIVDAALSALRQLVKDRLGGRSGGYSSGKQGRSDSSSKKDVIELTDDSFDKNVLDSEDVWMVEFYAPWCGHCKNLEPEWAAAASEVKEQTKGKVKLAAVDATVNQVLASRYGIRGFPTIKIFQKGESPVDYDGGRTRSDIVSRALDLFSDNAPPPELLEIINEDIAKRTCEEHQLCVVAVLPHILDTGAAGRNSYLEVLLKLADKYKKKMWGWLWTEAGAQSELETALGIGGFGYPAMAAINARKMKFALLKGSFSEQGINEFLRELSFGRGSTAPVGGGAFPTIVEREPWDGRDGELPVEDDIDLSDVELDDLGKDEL
miR122 inh – inhibitors of miR-122 in Huh7 cells; Huh7 miR-122 Renilla luciferase sensor, 48 h; neutral wells = 0, positive control = 100; activation (reporter increase), % at 12.5 µM; 0.3% of 340,000 active; AID 602342;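 active = mean replicate activation score at least 90 and every replicate individually at or above 90; inconclusive = only one of the two criteria met; inactive = neither criterion met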;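 also: higher luciferase means less miR-122 activity so hits act as miR-122 inhibitors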
Active calls of the source: *; u = inconclusive; x = no result given; [ ] = remark or other dose.

SMILES	Statin myotox sup	esBAF inh	ARNT-TACC3 inh	SIRT5 inh	Cneo AK release	ERp5 inh	miR122 inh
O=C(NCc1cccc(C(F)(F)F)c1)c1ccc(=O)[nH]c1	-10	-3	-3	-2	0	4	1
CNC(=O)C(=O)NCCN1CCN(C(=O)c2ccc([N+](=O)[O-])cc2)CC1	1	-4	-6	-1	3	4	-8
Cc1cc(O)c(-c2cc(C(=O)Nc3sc4c(c3C(=O)NCc3ccco3)CCC4)[nH]n2)cc1C	x	x	-6	-4	x	5	x
Cc1nn(S(=O)(=O)c2ccccc2)c(C)c1S(=O)(=O)N1CCOCC1	-4	-8	x	-5	1	13	-6
Cc1cccc(C(CC(=O)N2CCCC2)c2ccccc2)c1O (stereo not drawn)	6	-1	-4	x	x	x	6
O=C(C[C@@H]1CC[C@@H]2[C@H](COC[C@H](O)CN2C(=O)Nc2cc(Cl)cc(Cl)c2)O1)N1CCCCC1	-10	6	-7	-3	-5	-9	-5[16.7 µM]
C[C@@H]1CN([C@H](C)CO)C(=O)Cc2cc(NC(=O)CCC(F)(F)F)ccc2O[C@H]1CN(C)S(=O)(=O)c1ccc(Cl)cc1	29	2	x	x	-1	0	3[16.7 µM]
CO[C@@H]1CN(C)C(=O)c2cc(NC(=O)NC(C)C)ccc2OC[C@H](C)N(C(=O)C2CCC2)C[C@@H]1C	17	-3	-3	3	1	6	x
C[C@@H]1CN([C@@H](C)CO)C(=O)Cc2cc(NC(=O)C3CCCCC3)ccc2O[C@@H]1CN(C)CC1CC1	-19	2	-8	0	-9	-5	-3[16.7 µM]
COc1ccc2c(c1)N(C)/C(=C/c1cccc[n+]1C)S2	-81	-22	-2	-5	-2	0	x
Cc1ccc(-c2noc(CN3CCCCC3)n2)cc1	x	34	-9	x	2	x	-6
C(=C\c1ccco1)/c1ccc2ccccc2n1	x	x	x	-2	3	-1	3
O=C1CSC(c2cn(-c3ccccc3)nc2-c2cccs2)N1CC1CCCO1 (stereo not drawn)	19	5	-12	x	-2	x	5
Cc1cc(NC(=O)/C(C#N)=C\c2ccc(-c3ccc(SC(F)F)cc3)o2)n(-c2ccccc2)n1	x	x	2	-1	x	1	-2
CCOc1ccccc1N1CCN(C(=O)c2ccc3[nH]c(C)c(C)c3c2)CC1	6	-8	4	3	2	-8	u
C=CCn1c(CNC(=O)c2ccco2)nnc1SCC(=O)c1ccc(F)cc1	0	1	-1	-23	5	-1	-3
O=C1c2ccccc2C(Nc2cccnc2)N1Cc1ccccc1 (stereo not drawn)	-10	7	-4	8	-2	8	-2
N#Cc1c(N2CCCCC2)nc(N)c2c(N)nc3c(c12)CC(c1ccccc1)O3 (stereo not drawn)	x	17	x	-4	-1	4	-6
COc1ccc(S(=O)(=O)N(C)C[C@H]2Oc3ncc(/C=C/c4ccccc4)cc3C(=O)N([C@H](C)CO)C[C@@H]2C)cc1	4	1	-7	20*	10	-1	-9[16.7 µM]
Nc1cccnc1Oc1ccccc1F	27	-7	0	2	2	3	-3
COc1ccc(NC(=O)Nc2ccc3c(c2)C(=O)N([C@@H](C)CO)C[C@@H](C)[C@H](CN(C)S(=O)(=O)c2ccc(OC)cc2)OCCCC[C@H](C)O3)cc1	x	2	-11	x	-3	x	0[16.7 µM]
O=C(COC(=O)c1nc(Cl)ccc1Cl)NC1CCS(=O)(=O)C1 (stereo not drawn)	-5	5	-3	-3	23	-3	x
CCCC#Cc1ccc([C@H]2[C@H](C#N)N(C(=O)C3CCC3)[C@H]2CO)cc1	2	0	-11	-1	-4	-7	x
C[C@@H]1CN([C@H](C)CO)C(=O)Cc2cc(NC(=O)c3ccncc3)ccc2O[C@H]1CN(C)Cc1ccc(Cl)c(Cl)c1	58	4	x	1	4	0	-6[16.7 µM]
Cn1nc(C(=O)NCC(=O)Nc2ccc(F)c(F)c2)ccc1=O	6	-4	x	x	-1	2	6
OCCN1CCN(C(=S)Nc2ccc(Oc3ccccc3)cc2)CC1	x	x	7	-2	x	0	x
Nc1nnn(CC(=O)N/N=C/c2ccco2)n1	1	1	-10	-4	-3	2	-3
O=C(NC1CCCCC1)C(c1cccnc1)N(C(=O)c1csnn1)c1ccccc1F (stereo not drawn)	-3	5	-15	-2	0	0	9
O=[N+]([O-])c1cccc(CN2CCN(Cc3ccco3)CC2)c1	1	-1	0	0	-1	-2	2
CC(C)(C)NCC(O)COc1c(F)cc(Br)cc1F (stereo not drawn)	22	-5	-3	x	-2	x	4
O=C(Cc1cc(=O)oc2cc(O)ccc12)N[C@@H](Cc1c[nH]c2ccccc12)C(=O)O	4	-7	-4	-9	13	4	-9
CC(C)c1ccc(S(=O)(=O)Nc2ccc3c(c2)OCO3)cc1	8	1	22	-4	-5	-10	u
Nc1cc(=O)[nH]c(SCc2ccccc2)n1	0	-6	x	3	1	0	5
O=C(Nc1ccc(N2CCN(C(=O)c3ccc(Cl)cc3)CC2)cc1)c1cccnc1	21	-6	-3	x	x	x	-3
COc1ccc(CNC(=O)CN(Cc2ccc(C)cc2)S(=O)(=O)c2ccc(Cl)cc2)cc1	16	-2	x	x	-2	x	9
Cc1cc(C(C)(C)C)ccc1Oc1cccc2c1S(=O)(=O)N(C1CCCC1)CC(COCc1ccccc1)O2 (stereo not drawn)	-8	5	0	2	-5	0	6
COc1ccccc1C(C#N)c1cccc(Cl)n1 (stereo not drawn)	2	-1	-5	-8	-4	0	-3
Cc1ccc(-c2nnn(CC(=O)N3CCCc4ccccc43)n2)cc1	-2	-2	-7	x	0	x	5
CCN1CCN(CC(O)COc2ccc(C(C)=O)cc2)CC1 (stereo not drawn)	-1	0	-6	x	0	2	5
Cc1ccc(N(CC(=O)NCCSCc2ccco2)S(C)(=O)=O)cc1	14	-1	-19	-1	-1	-3	3
CC(=O)Nc1ccc(NC(=O)CSc2nc(=O)n3cccc(C)c3n2)cc1	x	x	-3	0	x	8	x
OC(CNC1CCCCC1)CNC1CCCCC1	2	1	-11	1	2	-6	1
CCN1CCN(c2ncnc3sc(C)c(-c4ccccc4)c23)CC1	-11	-3	-3	-3	-2	3	-2
C[C@H]1CN([C@@H](C)CO)C(=O)c2cc(C3=CCCCC3)cnc2O[C@H]1CN(C)C(=O)c1ccc2c(c1)OCO2	11	-5	5	-2	56	-4	-5[16.7 µM]
CO[C@H]1CN(C)C(=O)c2cc(NC(=O)C3CC3)ccc2OC[C@H](C)N(CC2CC2)C[C@H]1C	6	-3	-6	-2	-1	-2	x
Cc1ccc2c(c1)N(CC(=O)NC1CCCC(C)C1C)C(=O)c1cccnc1O2 (stereo not drawn)	-3	11	2	x	4	2	6
O=C(C[C@H]1CC[C@@H]2[C@H](COC[C@H](O)CN2C(=O)c2ccccn2)O1)N1CCN(c2ccccc2)CC1	-1	-3	2	9	-1	4	7[16.7 µM]
C[C@H]1CCCCO[C@@H](CN(C)CC2CCCCC2)[C@@H](C)CN([C@@H](C)CO)C(=O)c2cc(NC(=O)Cc3ccccc3)ccc2O1	x	0	-3	-1	1	5	-7[16.7 µM]
C[C@H]1CN([C@@H](C)CO)C(=O)c2cccc(NC(=O)C3CCCCC3)c2O[C@H]1CN(C)S(=O)(=O)c1ccc(Cl)cc1	-64	16	x	x	x	x	9[16.7 µM]
COc1ccc(CCN(C)C2CCCN(S(=O)(=O)c3ccccc3F)C2)cc1OC (stereo not drawn)	12	-1	3	3	-2	-3	-1
Cc1c(NC(=O)C(C)OC(=O)/C=C/c2ccccc2)c(=O)n(-c2ccccc2)n1C (stereo not drawn)	x	x	2	-2	x	5	x
Nc1c2c(=O)oc(-c3ccccc3)cc2nn1-c1ccccc1	6	70*	-6	x	-3	x	4
CCCC#Cc1ccc([C@H]2[C@H]3CN(Cc4cncnc4)CCCCN3[C@H]2CO)cc1	x	x	2	-2	-1	2	2[16.7 µM]
CCNc1nc(N)nc(-c2cc(Cl)ccc2O)n1	-1	17	-19	x	-1	x	1
Cc1ccc(-c2csc(N3CCC(C(N)=O)(N4CCCCC4)CC3)n2)cc1	13	8	-8	0	-1	5	-2
CCCc1nn(C)c(C(=O)Nc2cccc(CC)c2)c1Cl	x	x	28	x	-2	-3	4
O=c1c2ccccc2sn1-c1cc(S(=O)(=O)N2CCOCC2)ccc1N1CCCC1	-16	-5	-5	x	-1	x	-6
Cc1cc(C)cc(NC(=O)N2c3ccccc3NC(=O)CC2C)c1 (stereo not drawn)	13	9	-5	0	1	2	4
COc1cccc(-c2ccc3c(c2)O[C@@H](CN(C)C(=O)C2CCC2)[C@H](C)CN([C@@H](C)CO)S3(=O)=O)c1	-11	-2	6	-4	-1	-5	11[16.7 µM]
CO[C@@H]1CN(C)C(=O)c2ccc(NC(=O)NC(C)C)cc2OC[C@@H](C)N(CCC(F)(F)F)C[C@H]1C	2	8	-13	4	-1	8	-11[16.7 µM]

Structures above containing two or more sulfur atoms, in the order listed:
SMILES	Statin myotox sup	esBAF inh	ARNT-TACC3 inh	SIRT5 inh	Cneo AK release	ERp5 inh	miR122 inh
Cc1nn(S(=O)(=O)c2ccccc2)c(C)c1S(=O)(=O)N1CCOCC1	-4	-8	x	-5	1	13	-6
O=C1CSC(c2cn(-c3ccccc3)nc2-c2cccs2)N1CC1CCCO1 (stereo not drawn)	19	5	-12	x	-2	x	5
Cc1ccc(N(CC(=O)NCCSCc2ccco2)S(C)(=O)=O)cc1	14	-1	-19	-1	-1	-3	3
O=c1c2ccccc2sn1-c1cc(S(=O)(=O)N2CCOCC2)ccc1N1CCCC1	-16	-5	-5	x	-1	x	-6

The main list resumes with the 3 entries that preceded the break.
SMILES	Statin myotox sup	esBAF inh	ARNT-TACC3 inh	SIRT5 inh	Cneo AK release	ERp5 inh	miR122 inh
Cc1cc(C)cc(NC(=O)N2c3ccccc3NC(=O)CC2C)c1 (stereo not drawn)	13	9	-5	0	1	2	4
COc1cccc(-c2ccc3c(c2)O[C@@H](CN(C)C(=O)C2CCC2)[C@H](C)CN([C@@H](C)CO)S3(=O)=O)c1	-11	-2	6	-4	-1	-5	11[16.7 µM]
CO[C@@H]1CN(C)C(=O)c2ccc(NC(=O)NC(C)C)cc2OC[C@@H](C)N(CCC(F)(F)F)C[C@H]1C	2	8	-13	4	-1	8	-11[16.7 µM]
COCCn1nnnc1SCC(=O)c1ccc(F)cc1	2	7	-27	x	-2	x	7
COc1cc(CCC(=O)OCC(=O)Nc2cccc(S(N)(=O)=O)c2)cc(OC)c1OC	x	x	-5	-1	x	-1	x
CC1(C)CC(=O)N(c2ccccc2)C1(C)O (stereo not drawn)	3	-4	-3	x	-2	x	6
O=c1cc(O)c2sc(Nc3ccc(Cl)c(F)c3)nc2[nH]1	x	x	-4	2	-3	1	1
CN(C)c1ccc(-c2cc3ccccc3c(=O)o2)cc1	7	-49	-2	x	-3	-3	x
Cc1[nH]n(-c2ccc(Cl)cc2)c(=O)c1C=Nc1ccc(S(=O)(=O)N2CCOCC2)cc1	2	4	30	x	1	x	x
COc1cccc(CNc2cc(C)ccn2)c1O	-2	u	-3	-1	-1	2	0
O=C(Nc1cccc(F)c1)N1C2CCC1CC(O)(c1cccnc1)C2 (stereo not drawn)	x	x	-1	1	x	3	x
COC(=O)c1sc2nc3c(cc2c1N)CCCC3	x	x	9	1	x	3	x
COc1ccc(C(=O)COC(=O)c2ccccc2NS(=O)(=O)c2ccc(O)c([N+](=O)[O-])c2)cc1	x	x	9	9	x	1	x
CCN(CC)S(=O)(=O)c1ccc(N2CCN(S(=O)(=O)c3ccc4c(c3)OCCO4)CC2)nc1	-21	-1	0	x	2	x	-4
O=C(CSc1nncn1-c1cccnc1)N1CCOCC1	x	x	10	1	x	1	x
CC(=O)N1C(=O)N(C(C)=O)C2C1N(C)C(=O)N2C(C)=O (stereo not drawn)	-3	-1	5	-1	x	-1	-4
Cc1cc(F)ccc1C(O)c1ncc(-c2cccc(OCc3ccccc3)c2)[nH]1 (stereo not drawn)	-11	6	x	-6	-3	0	7
Cc1ccc(C)c(-n2cc(CNC(C)Cn3cncn3)c(-c3ccccc3)n2)c1 (stereo not drawn)	-5	3	2	-1	-2	12	3
